HSF1 inh: HSF1 inhibitors in luciferase reporter cells, primary screen, cell-based, NIH3T3, luminescence. activity change, negative = inhibition, % at 7.5 µM (by protocol). NIH3T3-HGL HSE-luciferase, MG132-induced, luminescence 8 h; active compounds read low. hit rate 0.77% among 300,000;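 active = more than half of replicate wells show activity change below -50%, luminescence cut by over half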;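 also: luciferase reports HSF-1 transcriptional activity via heat shock element; 0% = median of DMSO wells and -100% = zero luminescence signal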
KLF5 inh: KLF5 expression inhibitors, primary screen, DLD-1 cells, luminescence; AID 1700, 2009; hit rate 0.23% among 290,000; inhibition, % at 5 µM; DLD-1 KLF5 promoter-luciferase reporter;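 active = inhibition above a per-plate limit of that plate's mean compound inhibition plus 3 SD, cut at about 60% in these data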;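 also: 0% = DMSO wells and 100% = LY294002 at 200 µM; higher means less KLF5 promoter-driven luciferase light; inactives centre near -14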
HSP90 inh: HSP90 inhibitors, primary screen, cell lysate, luminescence; Rabbit reticulocyte lysate, luciferase refolding luminescence, 3 h; inhibition, % at 5.6 µM; hit rate 0.91% among 290,000;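 active = inhibition above the screen-wide mean plus 3 SD, computed separately per campaign, cut at about 16% in these data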;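 also: 0% = DMSO wells and 100% = 60 µM geldanamycin wells; inhibitors lower the luminescence because luciferase stays unfolded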
HSF1 activator: HSF-1 activators, primary screen, NIH3T3-HGL cells, MG132 stress, luminescence, single point; hit rate 1.7% among 300,000; activation, % at 9 µM; NIH3T3-HGL HSF-1 luciferase reporter, 8 h; 100% = twice DMSO control signal;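 active = mean replicate activation of at least 50% with a set share of replicates each reaching 50%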;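 also: 0% = median of the neutral control wells and 100% = twice that signal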
IEC-6 cytotox: cytotoxicity in IEC-6 intestinal epithelial cells, primary screen, cytotoxicity control for KLF5 inhibitor project, cell-based, luminescence; inhibition, % at 5 µM; hit rate 0.78% among 290,000; IEC-6 cytotoxicity, luminescence viability; in the data active = inhibition above about 22%;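 also: 0% = plate median of test compound wells and 100% = cytotoxic reference compound wells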
GSK3A inh: blockers of GSK3A enzyme activity – biochemical, luminescence, cell-free homogeneous, HTS, primary screen; GSK-3 alpha kinase, ADP-Glo luminescence, 60 min; AID 2650, 2010; hit rate 0.1% among 320,000; inhibition, % at 10 µM; Glycogen synthase kinase-3 alpha (Homo sapiens), P49840;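 in the data active = inhibition above about 50%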;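 also: GST-tagged GSK-3 alpha with peptide substrate and 25 µM ATP; 0% = DMSO neutral wells and 100% = GW8510 positive control wells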
Target sequence (P49840 whole entry, looked up): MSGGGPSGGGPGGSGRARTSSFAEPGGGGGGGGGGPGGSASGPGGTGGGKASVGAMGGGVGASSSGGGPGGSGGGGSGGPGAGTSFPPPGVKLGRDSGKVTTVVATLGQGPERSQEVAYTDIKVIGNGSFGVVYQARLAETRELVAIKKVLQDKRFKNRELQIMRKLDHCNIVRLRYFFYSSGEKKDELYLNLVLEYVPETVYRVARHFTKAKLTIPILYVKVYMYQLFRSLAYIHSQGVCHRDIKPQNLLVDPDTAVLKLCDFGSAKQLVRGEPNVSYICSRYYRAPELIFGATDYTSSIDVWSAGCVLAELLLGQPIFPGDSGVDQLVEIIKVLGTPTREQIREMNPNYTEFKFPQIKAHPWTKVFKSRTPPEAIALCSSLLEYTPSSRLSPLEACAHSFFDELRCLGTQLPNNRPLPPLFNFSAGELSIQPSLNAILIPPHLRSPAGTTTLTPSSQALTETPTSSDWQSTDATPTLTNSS
* = called active by the depositor; x = not tested or not shown. Some of the compounds tested, so the mix of outcomes need not match the whole.

nr	structure	HSF1 inh	KLF5 inh	HSP90 inh	HSF1 activator	IEC-6 cytotox	GSK3A inh
1	COC(=O)C1=C(c2ccc(F)cc2OCc2ccccc2)C[C@@H]2CC[C@H]1N2C(=O)NCCO	x	x	x	x	x	-1
2	COC(=O)C1=C(c2ccc(C(C)=O)cc2)C[C@@H]2CC[C@H]1N2C(=O)NCc1ccc(F)cc1	x	x	x	x	x	-3
3	N#C/C(N)=C(/N)C#N	x	x	x	x	x	0
4	COC(=O)C1=C(c2ccc(-c3ccccc3)c(F)c2)C[C@@H]2CC[C@H]1N2C(=O)NCc1cccc2ccccc12	x	x	x	x	x	-2
5	C[C@]12CC[C@H](O)CC1=CCC1C2CC[C@@]2(C)C1CC[C@@H]2OCc1ccccc1 (some centres not stated)	x	x	x	x	x	-1
6	C[C@]12CCC(=O)C=C1CC[C@@H]1[C@@H]2CC[C@@]2(C)[C@H]1CC[C@]2(C)O	x	-23	3	x	1	x
7	O=C(COc1ccc(Br)cc1)N1CCN(Cc2ccncc2)CC1	x	-30	-2	x	-3	x
8	CN(C)c1ccc(/C=C/c2cc[n+](C)c3ccccc23)cc1	x	32	2	x	28*	x
9	Cn1cccc1/C=C1\C(=O)NC(=O)N(Cc2ccccc2Cl)C1=O	x	1	11	x	-6	x
10	CC(C)CN(CC(C)C)C(=O)C1C2c3ccccc3C(c3ccccc32)C1C(=O)O (configuration not stated)	x	-24	2	x	-3	x
11	O=C1NC(=S)N(Cc2ccco2)C(=O)/C1=C\c1cccs1	x	-17	4	x	-26	x
12	CCC1C(c2cc(OC)c(OC)c(OC)c2)c2cc3c(cc2OC1N1CCCC1)OCO3 (configuration not stated)	25	x	x	25	x	x
13	O=C1NC2C(O)C(O)C(O)C(O)C2c2cc3c(c(O)c21)OCO3 (configuration not stated)	89*	x	x	89*	x	x
14	O=C1CC23c4ccccc4N4C(=O)CC5OCC=C6CN1C2CC6C5C43 (configuration not stated)	3	x	x	3	x	x

Compounds 3–11, reprinted for reference:
nr	structure	HSF1 inh	KLF5 inh	HSP90 inh	HSF1 activator	IEC-6 cytotox	GSK3A inh
3	N#C/C(N)=C(/N)C#N	x	x	x	x	x	0
4	COC(=O)C1=C(c2ccc(-c3ccccc3)c(F)c2)C[C@@H]2CC[C@H]1N2C(=O)NCc1cccc2ccccc12	x	x	x	x	x	-2
5	C[C@]12CC[C@H](O)CC1=CCC1C2CC[C@@]2(C)C1CC[C@@H]2OCc1ccccc1 (some centres not stated)	x	x	x	x	x	-1
6	C[C@]12CCC(=O)C=C1CC[C@@H]1[C@@H]2CC[C@@]2(C)[C@H]1CC[C@]2(C)O	x	-23	3	x	1	x
7	O=C(COc1ccc(Br)cc1)N1CCN(Cc2ccncc2)CC1	x	-30	-2	x	-3	x
8	CN(C)c1ccc(/C=C/c2cc[n+](C)c3ccccc23)cc1	x	32	2	x	28*	x
9	Cn1cccc1/C=C1\C(=O)NC(=O)N(Cc2ccccc2Cl)C1=O	x	1	11	x	-6	x
10	CC(C)CN(CC(C)C)C(=O)C1C2c3ccccc3C(c3ccccc32)C1C(=O)O (configuration not stated)	x	-24	2	x	-3	x
11	O=C1NC(=S)N(Cc2ccco2)C(=O)/C1=C\c1cccs1	x	-17	4	x	-26	x

Reprinted at random: 2 records from the list
nr	structure	HSF1 inh	KLF5 inh	HSP90 inh	HSF1 activator	IEC-6 cytotox	GSK3A inh
10	CC(C)CN(CC(C)C)C(=O)C1C2c3ccccc3C(c3ccccc32)C1C(=O)O (configuration not stated)	x	-24	2	x	-3	x
9	Cn1cccc1/C=C1\C(=O)NC(=O)N(Cc2ccccc2Cl)C1=O	x	1	11	x	-6	x

Screens: PubChem, several laboratories
